ATXN viability = reduces viability in counter-screen for ATXN expression inhibitors | 0.49% of 400,000 active | AID 651635 | S2 cells (HEK-293 line with an ATXN2-luciferase reporter) viability, CellTiter-Fluor protease fluorescence, 24 h | Potency, µM (doses to about 56.7 µM), most hits filed as cytotoxic; also: potency is read from the fitted curve at half-maximal effect; nearly all actives have a fitted effect of over 40% in size
CCT modulator = modulators of cytosolic chaperonin (CCT/TRiC) activity; purified chaperonin ATPase assay, HTRF ADP detection, 30 min; activity change, % (concentration not given with the values), hits read low; 0.3% of 360,000 active; in the data active = activity change below about -30%; also: % is scaled to controls: 0 for no effect and ±100 for the full control effect
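We incubate TRiC, 40 or 20 nM final, with library compounds at 76 uM and 10 uM ATP for 30 min at 37 °C. ADP formed is detected with Transcreener HTRF reagents after 30 min at room temperature.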
Nrf2 activator = activators of Nrf2 (ARE) signaling | AREc32 ARE-luciferase reporter (MCF7-derived line), luminescence, 24 h | Potency, µM (series often up to 46.1 µM), for inactives: at the top dose activation, most hits filed as activators | 0.31% of 410,000 active | AID 624171; also: potency is read from the fitted curve at half-maximal effect; % of control where 0% means no effect; nearly all actives have a fitted effect of over 65% in size
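Quantitative high-throughput format: AREc32 reporter cells, 1000 per well, received compound by pin transfer and were incubated 24 hr at 37 deg C, 5% CO2, before Steady-Glo luminescence detection.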
A549 tox = counter-screen for Nrf2 inhibitors: cytotoxicity in A549 cells; A549 ARE-Fluc cells, CellTiter-Fluor viability, 18-24 h; Potency, µM (series often up to 46 µM), without a hit: at the top dose activity change, negative = cytotoxicity, hits mostly inhibitors; 0.16% of 390,000 active; AID 504648; also: potency is read from the fitted curve at half-maximal effect; % is scaled to controls: 0 for no effect and ±100 for the full control effect
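A549 ARE_Fluc cells in 5% FBS OPTI-MEM were exposed to compounds in concentration-response for 18-24 h at 37 deg C. Viability was read by CellTiter-Fluor fluorescence (Ex 405/Em 525) after 30 min, before the luciferase read.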
Akt phos inh = inhibitors of Akt phosphorylation | Neuro2A IGF-stimulated pAkt S473 HTRF, 20 min; hits give low values | activity change, % for hits at 50 µM | 0.32% of 360,000 active; in the data active = activity change below about -80%; inconclusive = mostly about -51% to -80%; also: % is scaled to controls: 0 for no effect and ±100 for the full control effect
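Single-point screen (50 µM final compound) in Neuro2A cells stimulated 20 min with 6 nM IGF at 37 deg C. After lysis, Ser473-phosphorylated Akt read by HTRF (ex 330 nm, em 615/665 nm) as the 665/615 ratio.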
TGFb inhibitor = TGF-b pathway inhibition; HepG2 CAGA-GFP TGF-b/SMAD3 reporter, GFP fluorescence, 18 h; TGF-beta stimulated, 500 pg/mL final; Potency, µM (highest dose often 46.1 µM), without a hit: at the highest dose activity, negative = inhibition, hits mostly inhibitors; 1.2% of 410,000 active; AID 588855; also: potency is read from the fitted curve at half-maximal effect; % is scaled to controls: 0 for no effect and ±100 for the full control effect; nearly all actives have a fitted effect of over 65% in size
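HEPG2 CAGA-GFP cells (1000/well, DMEM with 1% FBS) were pre-incubated 2 h at 37 degrees C, given compound by pin tool, then stimulated with TGF-beta at 500 pg/mL final for 18 h before per-cell GFP fluorescence imaging.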
HepG2 tox = HepG2 cytotoxicity, counter-screen for TGF-b inhibitors; HepG2 CAGA-GFP viability, ATP luminescence, 18 h; 0.76% of 410,000 active; Potency, µM (highest dose often 46.1 µM), inactives show top-dose activity change, negative = cytotoxicity, most hits filed as cytotoxic; AID 588856; also: potency is read from the fitted curve at half-maximal effect; some results filed as inactive show a strong effect at the top dose
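CellTiter-Glo luminescence gave cytotoxicity after 18 hours at 37 degrees C. The cells were HepG2 CAGA-GFP in 1% FBS DMEM, stimulated with 500 pg/mL TGF-beta after compound addition. %Activity was normalised to no-cell wells (complete cell-killing) and DMSO (no toxicity), and curves were fitted and classified.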
Mm-Cpn inhibitor = blocks the Methanococcus maripaludis chaperonin Mm-Cpn; 0.031% of 330,000 active; purified Mm-Cpn ATPase, ADP Transcreener TR-FRET; Potency, µM (top dose mostly 76.9 µM), for the others: at the top dose activity, negative = inhibition, usual class: inhibitors; also: potency is read from the fitted curve at half-maximal effect; % is scaled to controls: 0 for no effect and ±100 for the full control effect; nearly all actives have a fitted effect of over 80% in size
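Purified archaeal Mm-CPN (25nM final) preincubated 10 min at 37degC with compound, then 10uM ATP for 30 min at 37degC; ADP measured by HTRF Transcreener TR-FRET; buffer 30 mM TRIS pH 7.4, 100mM KCl, 5mM MgCl2, 1mM DTT.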
Nrf2 inh = blocks Nrf2 signaling. A549 ARE-Fluc reporter, luciferase luminescence, 18-24 h. Potency, µM (series often up to 46 µM), inactives show at the top dose activity change, negative = inhibition, most hits filed as inhibitors. 2.1% of 360,000 active. AID 504444; also: potency is read from the fitted curve at half-maximal effect; % is scaled to controls: 0 for no effect and ±100 for the full control effect; nearly all actives have a fitted effect of over 60% in size
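Nrf2 activity is the BugLite luminescence, read 15 min after reagent at room temperature, following CellTiter-Fluor cytotoxicity readout (30 min, 37C). Compound titrations were applied for 18-24 h to 5000 A549 ARE_Fluc cells/well in 5% FBS OPTI-MEM.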
* hit, by the source's call; i = inactive; ? = inconclusive; . = no result given; & = joins results of further samples; [ ] = dose if it differs, or a comment. Unless noted, calls follow the shape of the dose curve; as a rule, active = well fitted curve in the direction sought with a large enough effect; inconclusive = small, poorly fitted or top-dose-only effect, or another doubt; inactive = no such curve, though single readings can be large; an effect the other way counts as inactive or inconclusive. Compounds were not picked by outcome, and some 4.4% of all compounds hit somewhere here.

Values in the order: Akt phos inh, Mm-Cpn inhibitor, TGFb inhibitor, Nrf2 inh, A549 tox, CCT modulator, ATXN viability, HepG2 tox, Nrf2 activator
CCOC(=O)c1cc(=O)n2nc(-c3ccc(C)cc3)nc2s1
    i, 0%, 18%, -18%, 1%, 0.3, i, 1%, -0.7%
Cc1ccc(OCCCC(=O)Nc2ccc3c(c2)OCCO3)cc1
    i, -4%, 17%, ?, -25%, -0.9, i, -6%, 0.4%
CCOC(=O)CSc1nnc([C@H](C)NC(=O)OC(C)(C)C)o1
    -115%*, 1%, ?, ., -4%, 0.0, i, 10%, -0.6%
COc1cccc(OC)c1C(=O)Nc1ccccc1C(=O)N1CCCCCC1
    i, ?, -18%, 2%, 0%, -1.0, i, -10%, -0.6%
CC(C)N1C(=O)C2C(c3ccccc3O)NC(C)(C(=O)O)C2C1=O (stereo unspecified)
    i, -1%, -4%, 8%, -2%, 1.3, i, 0%, -1.1%
COc1cc(-c2noc(CCC(=O)NC3CCCC3)n2)cc(OC)c1OC
    i, -1%, 2%, -9%, 6%, 0.7, i, -17%, 3.3%
C[C@H]1CN([C@@H](C)CO)C(=O)CCCn2nncc2CO[C@@H]1CN(C)Cc1ccccc1C(F)(F)F
    i, ., -15%, ., ., -1.3, i, -37%, 1.9%
Cc1ccc(C(=O)Nc2ccc(N3CCN(C)CC3)cc2)cc1C
    i, 1%, 6%, ?, 12%, 0.0, i, 0%, -0.3%
O=C(c1ccco1)N1CCN(Cc2ccc(F)cc2)CC1
    i, -2%, 11%, 14%, -4%, 1.3, i, 1%, -0.6%
O=C(COc1ccccc1Cl)Nc1ccccc1OCc1cc(=O)n2ccccc2n1
    ., ., -21%, ., 0%, ., ., 3%, 0.3%
CCCC(C)NC(=O)Cc1ccc(Br)cc1 (stereo unspecified)
    i, 1%, -10%, 9%, -3%, 2.2, i, 5%, -0.1%
O=C(Cc1ccccc1)N1CCCC1c1ccccc1 (stereo unspecified)
    i, 0%, -4%, 0%, ., -2.0, i, -6%, -0.1%
Cc1ccc(C2CC(c3ccccc3)=NN2c2ccc(S(N)(=O)=O)cc2)cc1 (stereo unspecified)
    i, ., ?, ., ., -0.6, i, -85%, -1.2%
COc1ccc(C(=O)C2CCCN(Cc3c[nH]c4ccccc34)C2)c(OC)c1 (stereo unspecified)
    i, -3%, ?, 15%, 0%, 1.7, i, -55%, 5.5%
COc1ccc(-c2[nH]c(-c3ccccc3)nc2SCC(=O)Nc2nccs2)cc1
    i, -2%, -17%, -9%, -10%, 0.2, ?, -20%, -0.2%
COc1ccc(C(C)(C)C)cc1S(=O)(=O)n1ccnc1C
    i, -1%, -19%, -8%, 2%, 1.4, i, -9%, -0.3%
COc1cccc(CNC(C)(C)CO)c1OCc1ccc(Cl)cc1
    i, 0%, ?, 0%, 0%, -1.9, i, -15%, -0.4%
CCN(CC(=O)Nc1ccc(C)c(S(=O)(=O)N2CCOCC2)c1)Cc1ccccc1
    i, 0%, -14%, ?, 7%, -3.5, i, -15%, 1.6%
N=C1/C(=C\c2coc3ccccc3c2=O)C(=O)N=C2SC=CN12
    i, -4%, -25%, 0%, -2%, -1.9, i, -18%, 18µM*
Clc1ccc(-n2nnnc2SCc2c(-c3ccccc3)nc3sccn23)cc1
    i, -6%, 42%[activator], ?, -5%, -5.4, i, -7%, -0.4%
Cc1ccc(F)cc1C(=O)N1CCCCC1c1cc(C(=O)Nc2ccc(F)c(Cl)c2)no1 (stereo unspecified)
    i, ., -13%, ., ., 0.7, ?, -9%, 2.9%
CC(C)c1ccc(NS(=O)(=O)c2ccc(Cl)nc2)cc1
    i, -1%, -21%, -15%, 6%, 1.4, i, -30%, 3.9%
COc1cc2c(cc1OC)CN(C(=O)COc1ccc(C#N)cc1)CC2
    i, -1%, -2%, -21%, -11%, 1.0, i, -4%, 0.1%
COc1ccc(S(=O)(=O)N2CCOCC2)cc1NC(=O)CCc1cc(OC)c(OC)c(OC)c1
    i, 2%, 0%, 7%, 0%, -0.5, i, -8%, -0.1%
Clc1ccccc1NN(Cc1ccncc1)c1ccccc1Cl
    i, ., ?, ., ., -1.0, i, -106%, 0.6%
C/C=C(\C)C(=O)O[C@H](c1cc2ccc(=O)oc2cc1OC)[C@@H](O)C(C)(C)O
    i, ?, 2%, 1%, 3%, -1.7, i, 1%, -0.4%
CCOC(=O)CSc1nc(C)cc(C)n1
    i, -1%, 2%, ., -4%, -3.1, i, -2%, -0.5%
COC(=O)c1c(NC(=O)CN2C(=O)NC3(CCc4ccccc4C3)C2=O)sc2c1CCCCC2 (stereo unspecified)
    i, -22%, 4%, -1%, 1%, -5.7, i, 17%, 0.4%
Cn1c(CC2C(=O)Nc3ccc(Br)cc32)nc2ccccc2c1=O (stereo unspecified)
    i, 2%, ?, ?, -2%, 1.7, i, 13%, ?
CCOC(=O)c1ccc(NC(=O)c2nc[nH]c2C(=O)NCCCNC(=O)c2[nH]cnc2C(=O)Nc2ccc(C(=O)OCC)cc2)cc1
    i, -4%, ?, 5%, -2%, 0.2, i, -4%, -1.0%
COc1ccc(-c2cn(Cc3ccc4c(c3)C(=O)c3ccccc3C4=O)nn2)cc1
    i, -1%, -10%&-2%, 4%, -1%, -1.5, i, -6%&10%, 0.7%
COc1ccc(C(C(=O)Nc2ccc(C(C)C)cc2)N(C)C(=O)CNC(C)=O)cc1 (stereo unspecified)
    i, 1%, -8%, 11%, 4%, -1.5, i, -1%, -0.8%
O=C1COc2ccc(NC(=O)c3ccccc3C(=O)O)cc2N1
    i, 0%, -5%, 5%, 6%, -0.9, i, 14%, 0.2%
CN(C)CCNC(=O)c1cccc(-c2cnc3c(NC=O)cc(-c4ccccc4F)cn23)c1
    i, ., ?, ., ., -2.8, ?, -57%, 23%
CC(CCc1ccco1)NC(=O)Cn1ncc2c1-c1ccccc1OC2 (stereo unspecified)
    i, -4%, 2%, 12%, 4%, -3.0, i, -4%, 0.3%
C/C(N)=N\S(=O)(=O)c1ccc(Cl)cc1
    ., -1%, 5%, 10%, -9%, 2.4, i, 5%, 4.3%
CC(C)NC(=O)CC(=O)N/N=C/c1ccc(F)cc1
    i, 0%, -26%, -8%, -4%[1.84 µM], -2.0, i, -5%, -0.3%
O=C1CSC(c2ccc(Cl)cc2)N1Nc1nc(N2CCOCC2)nc(N2CCOCC2)n1 (stereo unspecified)
    i, 2%, 1%, ?, -11%, -1.7, ?, -4%, -0.3%
CCOc1ccc(CCNC(=O)c2ccc(CNS(=O)(=O)c3ccccc3)cc2)cc1OCC
    i, 1%, -13%, -21%, -3%, 0.6, ?, -5%, 0.4%
O=C(N/N=C/c1ccncc1)c1cc(C2CC2)nc2ccccc12
    i, 1%, 0%, -9%, 9%, -3.6, i, -10%, 2.0%
C#CCOCCOCCOCCNc1nc(N2CCN(C(=O)[C@H](CCCN=C(N)N)n3cc(C(N)[C@@H](C)CC)nn3)CC2)nc(N2CCN(C(=O)[C@H](CCC(=O)O)n3cc([C@@H](N)CO)nn3)CC2)n1 (stereo partly specified)
    i, -1%, 10%, 0%, -3%, -0.4, i, -12%, -0.8%
Cc1cc(=O)n2nc(N(C)CC(=O)NCc3ccc(Cl)cc3)sc2n1
    ., ., 0%, 0%, 5%, ., i, -51%, -0.8%
C=C(C)COc1ccc2c(C)c(CCC(=O)N3C[C@H]4C[C@@H](C3)c3cccc(=O)n3C4)c(=O)oc2c1
    i, -2%, 19%, -1%, 3%, -1.8, i, -14%, 0.0%
CC(C)(C)c1ccc(C(=O)OCC(=O)Nc2sc3c(c2C#N)CCC3)cc1
    i, 3%, 6%, 7%, 12%, -2.8, i, 25%, 0.2%
CN(C)C(=O)CSc1nc2ccc(N3C(=O)c4ccccc4C3=O)cc2s1
    i, -1%, 16%, 4%, -8%, 2.9, ?, 10%, 3.4%
CN(C)S(=O)(=O)c1ccc(C(=O)NCC(=O)N/N=C/c2cccs2)cc1
    i, 0%, 5%, 8%, 3%, 1.5, i, 2%, -0.2%
COc1ccccc1OCc1ccc(C(=O)NCc2ccco2)o1
    i, 0%, 7%, 9%, 14%, 0.1, i, 1%, 9.7%
C[C@@]12CCC=C[C@H]1[C@H](c1ccc(/C=C/c3ccccc3)cc1F)N(Cc1ccccc1)C2=O
    i, 0%, -18%, ?, 0%, -0.9, i, 6%, -0.8%
CC(SCc1ccccc1)C(=O)N/N=C/c1ccc2c(c1)OCO2 (stereo unspecified)
    i, -1%, 4%, -24%, -15%, 0.1, ?, -8%, 0.1%
CCOC(=O)[C@@H]1[C@H]2COc3ccc(Br)cc3[C@@H]2N2C(=O)N(c3ccc(F)cc3)C(=O)[C@]12C
    i, -1%, -5%, 1%, 11%, 1.6, i, -5%, -0.5%
COc1ccc2c(c1)sc1ncc(C(=O)NCc3ccc(Cl)cc3)c(=O)n12
    ., ., -9%, 7%, 2%, ., ., -9%, 1.0%

Arranged by length of the SMILES (low to high): part of the list above
Values in the order: Akt phos inh, Mm-Cpn inhibitor, TGFb inhibitor, Nrf2 inh, A549 tox, CCT modulator, ATXN viability, HepG2 tox, Nrf2 activator
CCOC(=O)CSc1nc(C)cc(C)n1
    i, -1%, 2%, ., -4%, -3.1, i, -2%, -0.5%
COc1ccccc1OCc1ccc(C(=O)NCc2ccco2)o1
    i, 0%, 7%, 9%, 14%, 0.1, i, 1%, 9.7%
Cn1c(CC2C(=O)Nc3ccc(Br)cc32)nc2ccccc2c1=O (stereo unspecified)
    i, 2%, ?, ?, -2%, 1.7, i, 13%, ?
